# miR-122 sensor – blocks miR-122 activity in Huh7 sensor cells. hit rate 0.3% among 340,000. activation (reporter increase), % at 12.5 µM. Huh7 miR-122 Renilla luciferase sensor, 48 h; neutral wells = 0, positive control = 100;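 active = mean replicate activation score at least 90 and every replicate individually at or above 90; inconclusive = only one of the two criteria met; inactive = neither criterion met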;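 also: higher luciferase means less miR-122 activity so hits act as miR-122 inhibitors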
# DENV2 CPE rescue – protects cells from dengue virus 2 cytopathic effect; AID 651640; DENV2-infected cells, cytopathic effect rescue, plate reader; CPE inhibition, % at 9.99 µM; hit rate 1.7% among 350,000; in the data active = CPE inhibition above about 20%, passing the limit was not always enough; inconclusive = no clear call, values can overlap the other calls; tested in BHK-21 cells;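 also: 0% = median of neutral control wells and 100% = median of positive control wells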
# GSIS activator – primary screen for activators of insulin secretion dependent on glucose, INS-1E cells, GLuc reporter luminescence | INS-1E GLuc reporter insulin secretion, 2-3 h | hit rate 0.61% among 370,000 | activation, % at 16.6 µM;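 active = lowest replicate activation of at least 40%, so every replicate reaches that level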;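 also: 0% = median of neutral control wells and 100% = median of IBMX positive control wells; some compounds called inactive have numbers as strong as hits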
# PAX8 reporter – lowers PAX8-driven luciferase in RMG-I cells; RMG-I TPO-luciferase reporter, SteadyGlo, 24 h; inhibition, % at 12.6 µM; hit rate 1.2% among 360,000;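 active = mean replicate inhibition at least 60% with every replicate also reaching 60%; inconclusive = only one of the two criteria is met; inactive = mean below 60% and not all replicates reaching 60%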;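 also: luciferase light reporting Pax8 driven TPO promoter activity; plate controls were median of neutral control wells for no effect and mitoxantrone controls for full effect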
# FN deposit inh – fibronectin deposition inhibition | AH1F fibroblasts, Alexa488-fibronectin deposition fluorescence, overnight | inhibition, % at 12.6 µM | hit rate 0.086% among 350,000 | AID 743247;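 active = mean inhibition across replicates of 30% or more, regardless of how many single replicates reach that level; inconclusive = mean under 30% yet at least half of replicates reach 30%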;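 also: positive control wells lacked labelled fibronectin entirely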
#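 Assay system: AH1F fibroblasts / Quantity: 10000 cells per well / Medium: DMEM plus 2% serum, read in PBS / Reagent: labelled fibronectin 24 nM / Dosing: single dose, pinned / Times: 1 h cell attachment, overnight exposure to compound and label / Signal: fluorescence, ex 485 nm, em 525 nm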
# EWS-Fli block – EWS/Fli transcriptional activity inhibition; A673 NR0B1-luciferase reporter, viability-normalised; inhibition, % at 12.6 µM; hit rate 0.67% among 350,000;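 active = mean inhibition of at least 50% after viability correction, with every replicate also passing that limit; inconclusive = mean reaches 50% but only one of two replicates passes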;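 also: firefly luciferase signal divided by Alamar Blue viability fluorescence both relative to DMSO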
# CFTR F508del cor – CFTR F508del correction in bronchial cells; CFBE cells, YFP halide quenching; stimulated with forskolin plus potentiator P3; % fluorescence drop versus neutral controls; hit rate 0.36% among 350,000; activity (quench increase), % at 7.58 µM;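 active = mean added fluorescence quench of at least 8% versus neutral control, with both replicates also reaching 8%; inconclusive = only one of the mean or replicate conditions met; inactive = mean below 8% and not both replicates reaching 8%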;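 also: cells transiently co-express mutant CFTR-F508del with the halide-sensitive YFP; corrector assay measuring rescue of mutant channel to the surface after 24 h compound exposure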
# An asterisk follows results filed as active; ? = inconclusive; nt = not tested or not shown; [ ] = remark or other dose.
# The opening 7 compounds as a preview:
SMILES,miR-122 sensor,DENV2 CPE rescue,GSIS activator,PAX8 reporter,FN deposit inh,EWS-Fli block,CFTR F508del cor
CCN(CC)CCCNC(=O)CSc1nc(-c2cccs2)cc(C(F)(F)F)n1,5,nt,8,41,-4,3,0.6
CCN(CC)S(=O)(=O)c1ccc2nnn(O)c2c1,-13,-1,17,8,2,9,0.3
CCOCCCNC(=O)C(NC(=O)Cc1cccs1)c1ccc(C)cc1 (centres undefined),nt,-5,7,1,nt,-1,-1.4
C[C@@H]1CN([C@H](C)CO)C(=O)Cc2cc(NC(=O)Nc3ccc4c(c3)OCO4)ccc2O[C@H]1CN(C)Cc1ccc2c(c1)OCO2,-8[16.7 µM],-12,-5,-18,nt,1,0.7
CCc1nc(N[C@H](C(=O)O)C(C)C)c2oc3ccccc3c2n1,nt,-3,29,0,-15,5,-2.6
COC(=O)c1cc2c(s1)CS(=O)C2 (centres undefined),-3,nt,8,nt,3,nt,nt
COc1ccc(CCNC(=O)CN(c2cc([N+](=O)[O-])ccc2OC)S(C)(=O)=O)cc1,nt,-8,-7,0,-5,2,3.7

# All compounds of this part, from the start:
SMILES,miR-122 sensor,DENV2 CPE rescue,GSIS activator,PAX8 reporter,FN deposit inh,EWS-Fli block,CFTR F508del cor
CCN(CC)CCCNC(=O)CSc1nc(-c2cccs2)cc(C(F)(F)F)n1,5,nt,8,41,-4,3,0.6
CCN(CC)S(=O)(=O)c1ccc2nnn(O)c2c1,-13,-1,17,8,2,9,0.3
CCOCCCNC(=O)C(NC(=O)Cc1cccs1)c1ccc(C)cc1 (centres undefined),nt,-5,7,1,nt,-1,-1.4
C[C@@H]1CN([C@H](C)CO)C(=O)Cc2cc(NC(=O)Nc3ccc4c(c3)OCO4)ccc2O[C@H]1CN(C)Cc1ccc2c(c1)OCO2,-8[16.7 µM],-12,-5,-18,nt,1,0.7
CCc1nc(N[C@H](C(=O)O)C(C)C)c2oc3ccccc3c2n1,nt,-3,29,0,-15,5,-2.6
COC(=O)c1cc2c(s1)CS(=O)C2 (centres undefined),-3,nt,8,nt,3,nt,nt
COc1ccc(CCNC(=O)CN(c2cc([N+](=O)[O-])ccc2OC)S(C)(=O)=O)cc1,nt,-8,-7,0,-5,2,3.7
CCCC(=O)Nc1ccc2c(c1)OC[C@H](C)N(CCC)C[C@H](C)[C@@H](OC)CN(C)C2=O,nt,nt,2,-14,3,-8,0.0
COc1ccc(Cl)cc1NC(=O)COc1ccc2c(c1)OCO2,1,1,-3,-11,-5,-8,1.5
COc1cccc(Cn2nnc(C(=O)NCc3ccccc3Cl)c2N)c1,-2,-5,-27,0,-4,-4,-0.7
Cc1n[nH]c(=O)c2c(NC(=O)CSc3nnnn3-c3ccc(O)cc3)oc(C)c12,-1,-3,21,-5,-9,0,-4.3
CC(=O)NC1=NN(C(C)=O)C(C)(c2cccc([N+](=O)[O-])c2)S1 (centres undefined),nt,nt,-2,16,1,-13,-3.8
Cc1noc(C)c1S(=O)(=O)N(C)C[C@@H]1OCCCC[C@@H](C)Oc2ccc(NC(=O)NC3CCCCC3)cc2C(=O)N([C@@H](C)CO)C[C@@H]1C,-1[16.7 µM],?,-11,1,nt,8,-1.1
CN([C@@H](C(=O)OC(C)(C)C)c1ccccc1)S(=O)(=O)c1cccc(S(=O)(=O)N(C)[C@@H](C(=O)OC(C)(C)C)c2ccccc2)c1,-5,8,4,3,7,4,-1.0
CCC(=O)N1[C@H](CO)[C@@H]2c3ccccc3N(C(=O)Nc3cccc(Cl)c3)C[C@@H]21,-25[16.7 µM],3,4,1,nt,0,1.0
CCCc1cc(=O)oc2cc(OCC(=O)N3CCC(C(N)=O)CC3)ccc12,-2,nt,nt,nt,nt,1,2.0
CCSC1=NCN(CCCC(=O)O)CN1,3,nt,nt,6,3,nt,nt
Cc1ccc(S(=O)(=O)N2[C@H](CC(=O)c3ccc(Cl)c(Cl)c3)OC[C@@H]2C(C)C)cc1,nt,-5,15,16,6,-12,-0.9
C[C@H](NC(=O)C[C@@H]1CC[C@@H](NC(=O)CN2CCOCC2)[C@H](CO)O1)c1ccccc1,-9[16.7 µM],5,-2,1,-19,3,-1.6
O=C(NNC(=S)NCc1ccccc1)c1cccnc1,1,-5,10,-1,-10,nt,-2.4
O=C(NCc1ccccn1)C1CCC(CNS(=O)(=O)c2cccc3nsnc23)CC1 (centres undefined),0,0,2,0,2,7,-0.7
CCSc1nnc(NC(=O)c2nc(S(=O)(=O)Cc3ccc(F)cc3)ncc2Cl)s1,45,2,-10,7,0,nt,1.6
COc1ccc(NC(=O)N(C)C[C@H]2Oc3ccc(N(C)C)cc3CC(=O)N([C@H](C)CO)C[C@H]2C)cc1,1[16.7 µM],-1,15,13,nt,nt,1.4
Cc1ccc(S(=O)(=O)N(C)C[C@@H]2Oc3ccc(NC(=O)C4CCCCC4)cc3C(=O)N([C@@H](C)CO)C[C@@H]2C)cc1,10[16.7 µM],7,-5,12,nt,0,1.5
CC(C)(C)c1nnc(N/N=C/c2cc(Br)ccc2O)n(N)c1=O,-29,nt,-30,61*,14,nt,nt

# Other compounds follow.
SMILES,miR-122 sensor,DENV2 CPE rescue,GSIS activator,PAX8 reporter,FN deposit inh,EWS-Fli block,CFTR F508del cor
Cc1[nH]c2ccccc2c1SCCNC(=O)c1ccc(S(=O)(=O)N2CCCC2)cc1,1,-5,-24,4,0,9,2.0
C[C@H](CO)N1C[C@H](C)[C@H](CN(C)C(=O)NC2CCCC2)Oc2ncc(-c3cc4ccccc4o3)cc2C1=O,-5[16.7 µM],?,-21,10,-14,7,0.7
CCN(CC)C(=O)Cn1cc(S(=O)(=O)CC(=O)N2CCOCC2)c2ccccc21,0,7,0,2,nt,nt,-0.6
COc1ccc(-c2ccc3c(n2)CCCN3Cc2ccccc2C(F)(F)F)cc1,nt,?,nt,-168,3,-128,-1.4
C[C@@H]1CCCCO[C@H](CN(C)S(C)(=O)=O)[C@@H](C)CN([C@@H](C)CO)C(=O)c2cc(N(C)C)ccc2O1,1[16.7 µM],-1,19,-13,nt,-5,1.9
Cc1ccc(NNC(=O)c2snnc2C)cc1Cl,nt,0,-4,-1,-2,-4,0.2
CC=Cc1ccc2n(c1=O)C[C@H]1[C@H](CO)[C@@H](C(=O)Nc3ccc(-c4ccccc4)cc3)[C@@H]2N1C(C)=O (mixture of isomers),nt,3,-6,-33,nt,-8,0.7
CCN1CCN(c2nnc(-c3ccc(C)cc3)c3ccccc23)CC1,1,1,3,30,-6,-9,-5.6
C[C@@H]1CN([C@@H](C)CO)C(=O)c2cc(-c3cccc(C#N)c3)cnc2O[C@H]1CN(C)C(=O)C1CC1,-6[16.7 µM],1,20,nt,nt,-10,-0.2
COc1cc(O)c(C(CC(=O)N2CCOCC2)c2cc(OC)c(OC)c(OC)c2)c(OC)c1 (centres undefined),-3,nt,-4,-8,-2,4,-2.0
C[C@@H]1CCCCO[C@H](CN(C)C(=O)Nc2ccc(C(F)(F)F)cc2)[C@H](C)CN([C@H](C)CO)C(=O)c2cc(NC(=O)Nc3ccc(C(F)(F)F)cc3)ccc2O1,6[16.7 µM],3,-6,17,-3,-2,3.3
COc1cccc(NC(=O)c2ncc(Cl)c(Cl)c2Cl)c1,-2,1,-6,-43,nt,-48,-0.8
NC(=O)CSc1cn(Cc2ccccc2)c2ccccc12,nt,-4,-2,-3,6,6,0.4
Cc1onc(-c2ccccc2Cl)c1C(=O)Nc1nnc(-c2ccc(Br)cc2)s1,nt,-8,-16,-1,1,-8,-0.8
NC(c1csc(Nc2ncccn2)n1)c1ccccc1Cl (centres undefined),0,-4,3,4,-4,-5,-0.5
C[C@H](CO)N1C[C@H](C)[C@@H](CN(C)Cc2ccccc2)Oc2ccc(NC(=O)Nc3ccccc3)cc2CC1=O,-6[16.7 µM],25*,-10,-2,nt,0,2.3
O=C(CN(Cc1ccco1)C(=O)c1ccc([N+](=O)[O-])cc1)Nc1ccccc1C(F)(F)F,-1,7,3,-1,-6,4,-4.1
CC1CCC(C(C)C)C(=O)/C1=C/c1ccc(N)cc1 (centres undefined),43,-4,-9,-199,-7,-50,-1.8
COc1cccc(N2CCN(C(=O)c3cc(C)oc3C)CC2)c1,6,-5,-9,23,1,19,-0.7
C[C@H](CO)N1C[C@H](C)[C@H](CN(C)C(=O)Nc2ccc(N3CCCCC3)cc2)OCc2cn(nn2)CCCC1=O,2[16.7 µM],0,0,nt,-5,0,-1.1
Brc1ccc(-c2n(-c3ccccn3)c3ccccc3[n+]2-c2ccccn2)cc1,7,-7,-2,8,-2,15,-3.0
O=C(OCc1cccc([N+](=O)[O-])c1)c1cc2ccccc2oc1=O,3,0,-11,-8,-1,-1,1.7
Cc1cc(NC(=O)/C=C/c2cccc(F)c2)n(-c2nc3ccccc3[nH]2)n1,nt,0,36,9,2,26,nt
C[C@H](CO)N1C[C@H](C)[C@H](CN(C)S(=O)(=O)c2cn(C)cn2)Oc2ccc(NC(=O)NC3CCCCC3)cc2CC1=O,1[16.7 µM],6,15,nt,nt,0,-3.2
COc1ccc(S(=O)(=O)Nc2cccc3c2O[C@@H](CN(C)S(=O)(=O)c2ccc(F)cc2)[C@H](C)CN([C@H](C)CO)C3=O)cc1,2[16.7 µM],-8,11,-12,nt,5,3.2

# The list continues.
SMILES,miR-122 sensor,DENV2 CPE rescue,GSIS activator,PAX8 reporter,FN deposit inh,EWS-Fli block,CFTR F508del cor
O=C(C[C@@H]1CC[C@@H](NS(=O)(=O)c2ccccc2)[C@@H](CO)O1)NCc1ccc(Cl)c(Cl)c1,nt,-2,-6,9,2,0,-3.1
CO[C@@H]1CN(C)C(=O)c2ccc(NC(=O)C3CCOCC3)cc2OC[C@@H](C)N(C)C[C@H]1C,14[16.7 µM],nt,11,2,4,3,3.3
Cc1ccc(NC(=O)C(C)[n+]2ccccc2)cc1[N+](=O)[O-] (centres undefined),-8,-12,-2,6,-4,-7,0.5
O=C(c1ccncc1)N1CCN(S(=O)(=O)c2ccc3ccccc3c2)CC1,nt,-1,-5,7,-1,0,0.7
CCC[C@H]1CN(c2ccc(Br)cc2)C(=O)[C@@H]1CC(=O)Nc1ccccc1,33,-15,-16,4,-2,11,-1.2
COc1ccc2cc(C3C(C#N)=C(N)OC(C)=C3C(C)=O)c(Cl)nc2c1 (centres undefined),nt,16,22,20,-4,7,-2.3
COc1ccc(N2CCN(C(=O)CN(Cc3ccc(Cl)cc3)S(C)(=O)=O)CC2)cc1,-19,nt,-18,nt,0,nt,nt
CC(=O)Nc1ccc2c(c1)C(=O)N(C)[C@H]1CC[C@H](CC(=O)Nc3cn(C)nc3C)O[C@@H]1CO2,1[16.7 µM],nt,2,-1,-6,5,1.4
COc1ccc(S(=O)(=O)N(C)C[C@@H]2Oc3ccc(NC(=O)CCC(F)(F)F)cc3C(=O)N([C@H](C)CO)C[C@H]2C)cc1,4[16.7 µM],-2,17,4,-9,1,0.6
C[C@H]1CN([C@@H](C)CO)C(=O)Cc2cc(N(C)C)ccc2O[C@@H]1CN(C)Cc1ccc(Cl)c(Cl)c1,1[16.7 µM],-4,-26,28,-29,2,-4.1
Cn1nc(C(=O)Nc2cccc(Cl)c2)cc1C(=O)Nc1cccc(Cl)c1,-7,10,-7,21,-1,15,-6.2
O=S(=O)(NCCc1cn2ccccc2n1)c1ccc(-c2ccccc2)cc1,nt,-3,-1,8,8,-2,-2.1

# Screening data from PubChem.
